# Screening results as filed in PubChem.
# MEKK2wt PB1 HTS = raises or lowers MEK5 binding to wildtype human MEKK2 PB1 domain; Q9Y2U5; bead flow cytometry, Alexa488-MEK5 binding to MEKK2 WT; actives lie on both sides; binding response (% of control), % at 10 µM; 290,000 tested, 1.1% active; AID 1531; in the data active = binding response below about 67% or above about 130%
# GPR7 antagonist = human neuropeptides B/W receptor 1 antagonism; P48145; GPR7-expressing cells, fluorescence antagonist assay; inhibition, % at 4.4 µM; 290,000 tested, 1.1% active; AID 1861; in the data active = inhibition above about 16%, passing the limit was not always enough;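 note: cells stimulated with the agonist NPW; 0% = agonist with vehicle and 100% = vehicle without agonist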
# Target sequence (P48145 whole entry, looked up): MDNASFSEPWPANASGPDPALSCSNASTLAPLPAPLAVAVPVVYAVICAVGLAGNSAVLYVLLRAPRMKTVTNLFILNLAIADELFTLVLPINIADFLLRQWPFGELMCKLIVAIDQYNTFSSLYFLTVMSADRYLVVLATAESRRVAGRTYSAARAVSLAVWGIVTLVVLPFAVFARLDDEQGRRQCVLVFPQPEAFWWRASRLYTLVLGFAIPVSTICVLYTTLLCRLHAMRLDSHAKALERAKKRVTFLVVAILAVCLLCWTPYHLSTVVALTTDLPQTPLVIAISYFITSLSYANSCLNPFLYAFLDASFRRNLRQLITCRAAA
# M18AAP inhibitor = PfM18AAP enzyme inhibition; recombinant PfM18AAP, H-Glu-NHMec fluorogenic cleavage; inhibition, % at 7.35 µM; 290,000 tested, 1.2% active; AID 1822;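 active = inhibition above the campaign mean inhibition over all tested compounds plus 3 SD, cut at about 28% in these data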;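 note: 0% = plate median of test compound wells and 100% = 2 mM ZnCl2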
# MEKK2mut PB1 HTS = signal of MEK5 binding to mutant human MEKK2 PB1 domain; bead flow cytometry, Alexa488-MEK5 binding to MEKK2 mutant; 290,000 tested, 0.35% active; AID 1530; percent response, % at 10 µM; in the data active = percent response above about 24%, passing the limit was not always enough; note: inactives centre near 1; some results filed as inactive read as strong as hits
# OXTR ag = activates the human oxytocin receptor | P30559 | CHO-OTR cells, Fluo-8 calcium fluorescence; normalized: DMSO 0%, oxytocin 100% | activation, % at 3 µM | 320,000 tested, 0.32% active | AID 2435;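 active = activation above the mean of all tested compounds plus 3 SD, cutoff set per screening run, cut at about 20% in these data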;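 note: peak over basal fluorescence ratio from a 100 s FLIPR kinetic read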
# OXTR potentiator = human OXTR potentiation | P30559 | CHO-OTR cells, Fluo-8 calcium fluorescence, potentiator mode; 0% = oxytocin EC15, 100% = EC100 | activation, % at 3 µM | 320,000 tested, 0.061% active;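 active = activation above that plate's cutoff, the mean activation of tested compounds plus 3 SD, cut at about 6.6% in these data, passing the limit was not always enough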;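 note: 100% uses oxytocin at 75 nM as the full agonist control; some results filed as inactive read as strong as hits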
#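 Replication – single well per compound, singlicate · Assay system – CHO cell line stably expressing human OTR · Timing – 6 min pre-incubation, 100 s read · Measure – normalized max/min fluorescence ratio, % activation · Doses – 3.0 µM, one dose · Detection – Fluo-8 calcium dye fluorescence · Probe or stimulus – oxytocin near EC15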
# GalR3 antag = blocks the human galanin receptor 3. inhibition, % at 3 µM. AID 651719. 360,000 tested, 0.44% active. HEK293 GalR3-CNG cAMP membrane potential fluorescence; galR3 body fused to GalR1 C-terminus. O60755;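 active = inhibition above the screen-wide average plus 3 SD, cut at about 13% in these data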;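 note: forskolin and galanin both at EC90 stimulate the cells; cAMP rise reported by CNG channel membrane potential dye signal; 0% = forskolin plus galanin with DMSO and 100% = forskolin alone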
# Target sequence (O60755 1-299 limits assumed): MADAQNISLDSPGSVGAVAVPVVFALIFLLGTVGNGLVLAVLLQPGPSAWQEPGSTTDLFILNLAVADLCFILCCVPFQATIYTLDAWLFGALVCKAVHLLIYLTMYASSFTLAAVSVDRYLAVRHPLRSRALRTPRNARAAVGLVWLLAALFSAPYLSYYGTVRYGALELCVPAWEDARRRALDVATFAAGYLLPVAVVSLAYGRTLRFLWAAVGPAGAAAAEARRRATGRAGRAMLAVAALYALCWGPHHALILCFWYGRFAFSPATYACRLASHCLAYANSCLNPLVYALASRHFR
# NALP1 yeast inh = inhibitors of NALP1 inflammasome in yeast; S. cerevisiae NALP1/ASC/caspase-1 growth, X-gal OD620, 72 h; inhibition, % at 10 µM; 280,000 tested, 0.61% active; in the data active = inhibition mostly above about 24%, no sharp cut-off; inactive = mostly below about 32%; note: some compounds called inactive have numbers as strong as hits
# V1aR counter = activates human V1a receptor in oxytocin agonist counter-screen; CHO-V1R cells, Fluo-8 calcium fluorescence, agonist mode; 0% DMSO, 100% 3 nM vasopressin; activation, % at 3 µM; 320,000 tested, 0.25% active;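 active = activation above the mean activation of all tested compounds plus 3 SD, per screening run, cut at about 20% in these data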;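 note: signal is peak over basal fluorescence ratio across a 100 second FLIPR read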
# Target sequence (P37288 whole entry, looked up): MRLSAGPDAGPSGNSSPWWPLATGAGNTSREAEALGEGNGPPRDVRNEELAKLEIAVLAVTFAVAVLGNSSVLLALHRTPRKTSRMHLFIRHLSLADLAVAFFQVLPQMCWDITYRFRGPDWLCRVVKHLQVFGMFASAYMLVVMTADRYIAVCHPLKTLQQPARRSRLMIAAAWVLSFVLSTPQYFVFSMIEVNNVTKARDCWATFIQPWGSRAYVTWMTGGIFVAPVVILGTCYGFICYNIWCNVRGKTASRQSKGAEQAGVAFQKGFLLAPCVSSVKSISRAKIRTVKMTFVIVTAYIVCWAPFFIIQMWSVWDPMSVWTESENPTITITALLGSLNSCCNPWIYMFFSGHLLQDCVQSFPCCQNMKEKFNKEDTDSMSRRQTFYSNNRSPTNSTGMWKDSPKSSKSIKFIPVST
# Numbers without * were called inactive; . = not tested or not shown. Random draw from the library. About 4.1% of those tested had a hit in this group.
SMILES,MEKK2wt PB1 HTS,GPR7 antagonist,M18AAP inhibitor,MEKK2mut PB1 HTS,OXTR ag,OXTR potentiator,GalR3 antag,NALP1 yeast inh,V1aR counter
CC(C)COc1ccc(C(=O)Nc2ncn[nH]2)cc1,104.0,2.6,16.0,-1.0,-1.1,-12.5,-8.5,24.5,1.6
O=S(=O)(N/N=C/c1ccc(N2CCOCC2)cc1)c1ccc(Br)cc1,100.0,-14.3,6.9,7.0,2.3,-4.3,-6.0,4.2,1.9
C=CCSC(CC)(CC)C(N)=O,92.0,-15.1,-0.9,-19.0,0.1,-9.2,8.0,7.6,0.1
O=C(COC(=O)c1cnc(Cl)c(Cl)c1)Nc1cccc(S(=O)(=O)N2CCOCC2)c1,.,.,.,.,13.0,-7.6,-7.4,.,10.2
OCCC1CN(Cc2ccccc2-c2ccco2)CCN1Cc1ccsc1 (configuration not stated),102.0,4.0,-1.0,-3.0,2.1,3.6,4.1,-2.7,-0.5
COc1ccc(/C=C/C(=O)c2cc(F)ccc2OC(=O)c2ccccc2OC)cc1OC,93.0,16.5*,-6.4,-11.0,.,.,-2.9,-11.5,.
CC(=O)Nc1ccc(C(=O)OCC(=O)N(c2ccccc2)C2CCS(=O)(=O)C2)cc1 (configuration not stated),.,.,.,.,1.6,-0.6,-4.2,.,0.9
CCOC(=O)N1CCN(Cc2ccc(O)c3ncccc23)CC1,104.0,1.9,-1.1,-7.0,0.7,-9.9,6.6,0.6,0.9
CC(C)c1cc(C(=O)Nc2ccc3c(c2)OCO3)no1,104.0,0.8,-1.4,1.0,-0.7,-1.3,-0.1,37.9,0.8
COCCn1c(SCC(=O)NC2CCCCC2)nnc1-c1ccncc1,103.0,-4.2,-1.2,-3.0,1.2,-4.2,-8.4,20.8,1.2
COc1ccccc1Nc1cc(C)nc2c(C)ccc([N+](=O)[O-])c12,100.0,-2.4,-15.2,-1.0,-2.3,-3.5,4.9,34.0,-0.8
CC(=O)N1CCCc2cc(S(=O)(=O)N3CCN(C4CCCCC4)CC3)ccc21,112.0,-3.5,-4.9,5.0,1.0,-9.6,-2.5,32.9,2.5
CC(C)CC(=O)Nc1nnc(SCC(=O)NCc2ccco2)s1,100.0,-14.0,-9.9,2.0,-1.5,-7.8,-3.4,23.1,0.3
CCN1CCCC1CNC(=O)CSCc1nc(-c2ccccc2C)oc1C (configuration not stated),125.0,1.4,0.1,12.0,1.0,3.2,-2.8,-2.1,-0.1
O=C(CSc1nnc(Nc2ccccc2F)s1)NCC1CCCO1 (configuration not stated),.,.,.,.,0.4,-2.3,-4.1,.,0.2
CC(C)n1ncc2c(C(=O)N3CCN(c4ccc(F)cc4)CC3)cc(-c3ccccc3)nc21,.,.,.,.,-0.8,-5.6,-4.5,.,-0.1
O=C(Nc1ccc2c(c1)CCCN2C(=O)c1cccs1)c1ccccc1,96.0,-2.7,-0.9,-6.0,4.0,-7.5,2.1,32.0,7.8
CCOc1ccc(S(=O)(=O)N2CCc3cc(OC)c(OC)cc3C2)cc1,101.0,-8.9,4.9,-4.0,0.2,-8.3,0.6,27.0,3.2
COc1ccc(C)cc1NC(=S)NN1CCN(C)CC1,100.0,-6.1,-0.5,-4.0,0.8,-3.7,-4.2,-1.5,-0.6
O=C(NC(Cc1ccccc1)C(=O)O)/C(=C/c1ccccc1)NC(=O)c1ccccc1 (configuration not stated),101.0,-7.9,-0.4,20.0,-0.3,-5.5,-6.3,26.0,0.6

# 4 compounds from above, sorted by SMILES length, smallest number first:
SMILES,MEKK2wt PB1 HTS,GPR7 antagonist,M18AAP inhibitor,MEKK2mut PB1 HTS,OXTR ag,OXTR potentiator,GalR3 antag,NALP1 yeast inh,V1aR counter
COc1ccc(C)cc1NC(=S)NN1CCN(C)CC1,100.0,-6.1,-0.5,-4.0,0.8,-3.7,-4.2,-1.5,-0.6
CC(C)CC(=O)Nc1nnc(SCC(=O)NCc2ccco2)s1,100.0,-14.0,-9.9,2.0,-1.5,-7.8,-3.4,23.1,0.3
COCCn1c(SCC(=O)NC2CCCCC2)nnc1-c1ccncc1,103.0,-4.2,-1.2,-3.0,1.2,-4.2,-8.4,20.8,1.2
O=C(COC(=O)c1cnc(Cl)c(Cl)c1)Nc1cccc(S(=O)(=O)N2CCOCC2)c1,.,.,.,.,13.0,-7.6,-7.4,.,10.2

# (continued)
SMILES,MEKK2wt PB1 HTS,GPR7 antagonist,M18AAP inhibitor,MEKK2mut PB1 HTS,OXTR ag,OXTR potentiator,GalR3 antag,NALP1 yeast inh,V1aR counter
COC(=O)CC1(C(=O)OC)Oc2ccc(Br)cc2C(=O)N1c1cc(Cl)cc(Cl)c1 (configuration not stated),97.0,-8.1,-2.2,-10.0,-2.5,4.1,0.1,4.0,-1.1
O=C(N/N=C/c1ccccc1Cl)C1CC1,98.0,-12.5,-14.9,-2.0,-0.9,4.0,0.2,9.0,0.2
Cc1ccc(CNC(=O)C2CCCN(S(=O)(=O)c3ccc(-n4cnnn4)cc3)C2)cc1 (configuration not stated),94.0,0.8,-14.1,-3.0,1.7,-9.2,-7.6,6.1,0.3
CC(C)c1nnc(NC(=O)C2CCN(C(=O)c3ccco3)CC2)s1,102.0,-13.7,7.5,1.0,-0.1,4.7,-5.4,8.5,0.1
Clc1ccc(C2CC(c3cccs3)n3ncnc3N2)cc1Cl (configuration not stated),107.0,24.9*,-1.5,8.0,7.7,-4.0,2.2,39.0,7.4
Cc1cc(C)cc(C(=O)Nc2nnc(SCC(=O)N3CCCc4ccccc43)s2)c1,92.0,-11.8,-8.1,5.0,0.2,-2.1,-3.9,38.1,0.6
S=c1[nH]nc(-c2cc(-c3ccccc3)n[nH]2)n1/N=C/c1cccs1,102.0,-11.6,5.9,2.0,-1.8,-7.3,9.5,8.4,-1.4
CC(C(O)c1cc(=O)c(OCc2ccccc2)co1)[N+](=O)[O-] (configuration not stated),.,.,.,.,-0.6,-2.4,-0.9,.,0.2
Cc1ccc(N2CC(C(=O)OCC(=O)c3ccc(C)c([N+](=O)[O-])c3)CC2=O)cc1 (configuration not stated),.,.,.,.,-1.4,-6.3,0.6,.,-1.2
COc1ccc(Cl)c(Cn2c(NCCCN(C)C)nc3c2c(=O)n(C)c(=O)n3C)c1,106.0,-5.7,4.8,0.0,0.0,-12.3,2.4,12.7,0.0
COC(=O)c1c(N)nc(C)n1-c1ccc(OC)cc1,104.0,-10.1,-0.9,5.0,-0.1,-7.8,-2.2,7.2,-0.3
CCOC(=O)C(=O)Nc1nnc(COc2ccccc2)s1,106.0,-3.8,2.1,1.0,0.7,-4.8,-3.7,-4.0,0.9
Cc1occc1-c1nnc(SCC(=O)c2ccc3c(c2)OCCO3)n1CC1CCCO1 (configuration not stated),111.0,-14.5,0.3,2.0,-0.1,-6.3,-1.2,.,-1.3
C[C@@H]1CN(S(=O)(=O)c2c(F)cccc2F)CCN1S(=O)(=O)c1ccc2c(c1)OCCO2,.,.,.,.,3.0,0.3,-6.1,.,2.3
O=C1CC(c2ccc(O)c(O)c2)Oc2cc(O)cc(O)c21 (configuration not stated),105.0,.,.,7.0,0.2,0.5,-3.9,-10.4,1.4
COc1ccc2c(c1OC)C(=O)N1C2SC[C@H]1C(=O)NC1CC1 (some centres not stated),101.0,-6.7,-3.8,4.0,0.3,-2.5,-4.2,13.3,-0.1
C#Cc1cccc(NC(=O)CSc2nnc(-c3ccc(C(F)(F)F)cn3)o2)c1,104.0,-12.1,-3.2,2.0,-0.1,1.0,-2.1,.,1.2
CN1CCC(=O)N(CCSc2ccccc2)CC1,103.0,9.3,-1.0,-1.0,-0.4,-9.9,-3.9,24.2,1.1
CCSC1=N/C(=C\c2ccc(-c3ccccc3[N+](=O)[O-])o2)C(=O)S1,90.0,-11.6,6.3,-7.0,0.4,-7.2,-5.6,-39.9,1.5
O=C(O)c1nnn(-c2ccc([N+](=O)[O-])cc2)c1-c1ccccc1,98.0,-15.6,-1.8,1.0,-1.5,-10.2,-3.0,2.1,-1.6

# Random excerpt: 3 compounds from above, in no set order.
SMILES,MEKK2wt PB1 HTS,GPR7 antagonist,M18AAP inhibitor,MEKK2mut PB1 HTS,OXTR ag,OXTR potentiator,GalR3 antag,NALP1 yeast inh,V1aR counter
CC(C)c1cc(C(=O)Nc2ccc3c(c2)OCO3)no1,104.0,0.8,-1.4,1.0,-0.7,-1.3,-0.1,37.9,0.8
C#Cc1cccc(NC(=O)CSc2nnc(-c3ccc(C(F)(F)F)cn3)o2)c1,104.0,-12.1,-3.2,2.0,-0.1,1.0,-2.1,.,1.2
O=C(N/N=C/c1ccccc1Cl)C1CC1,98.0,-12.5,-14.9,-2.0,-0.9,4.0,0.2,9.0,0.2

# Following part
SMILES,MEKK2wt PB1 HTS,GPR7 antagonist,M18AAP inhibitor,MEKK2mut PB1 HTS,OXTR ag,OXTR potentiator,GalR3 antag,NALP1 yeast inh,V1aR counter
CCC[C@@H]1CCCO[C@@](C(=O)NCCN2CCOCC2)(C(F)(F)F)C1,105.0,.,.,4.0,-0.3,-4.7,-3.8,.,-0.1
Cc1nc2c(-c3ccccc3)c[nH]n2c(=O)c1Cc1ccccc1,100.0,2.5,0.3,-4.0,0.3,-9.4,-6.1,-6.5,1.4
COc1ccc(C2=NN(c3nc4ccccc4s3)C(=O)C2)cc1,93.0,0.8,10.0,-9.0,2.0,-14.3,-4.7,-8.4,0.9
COc1ccc(CN2C(=O)c3ccccc3C(/C=N\OCc3ccc(F)cc3)C2=O)cc1 (configuration not stated),99.0,-8.0,-3.0,0.0,-1.4,-14.2,-1.6,0.7,-0.5
COc1cc(OC)c([N+](=O)[O-])cc1/C=N/NC(=O)c1ccncc1,87.0,-24.7,-2.8,-16.0,0.2,-5.4,-3.5,4.4,-0.8
COc1ccc(C(=O)Nc2ccccc2C(=O)N/N=C/c2ccc(O)c(OC)c2)cc1,101.0,-5.3,-3.5,8.0,-1.1,-0.7,-0.2,-1.8,0.2
CCOC(=O)c1cccc(NC(=O)Nc2cc(OC)ccc2OC)c1,103.0,-12.7,9.7,2.0,0.7,-3.5,-2.8,-4.2,1.6
Cc1ccc(NC(=O)N2CCC(C(=O)NCC(C)C)CC2)cc1,92.0,-13.9,2.4,-3.0,0.5,-1.9,-2.1,-3.0,0.5
Cc1nnsc1-c1c(C(=O)N2CCOCC2)c(C)nn1-c1ccc(Cl)cc1,94.0,-7.3,-1.4,1.0,-0.8,-0.3,-1.5,-3.8,0.4
COc1ccc(CC(=O)NCc2csc(-c3cccs3)n2)cc1OC,100.0,-12.0,-4.9,1.0,-0.4,-6.3,-0.4,17.8,-0.2
CC(=O)N1CCN(CCN(CC2C(C)C=C(C)CC2C)C(C)=O)CC1 (configuration not stated),90.0,-11.0,-6.2,-11.0,-0.2,-7.1,-2.6,1.4,0.2
Clc1ccc(COn2c(-c3ccccc3)nc3ccccc32)cc1,103.0,-9.8,-3.8,-3.0,0.9,-5.2,-11.4,-1.4,1.7
O=C(CN1CCOCC1)NNC(=S)Nc1ccc(Cl)cc1,98.0,2.4,21.9,0.0,-0.6,-6.2,3.4,-21.5,0.8
CCSC1(SCC)N=C(N)C2(C#N)C(c3ccccc3)NC(C)=CC12C#N (configuration not stated),105.0,-9.8,0.5,3.0,-0.5,-14.5,3.6,18.4,7.2
Cc1ccc(/C=C/C(=O)NC2CCS(=O)(=O)C2)cc1 (configuration not stated),101.0,-8.1,-3.0,0.0,-2.1,-12.7,-2.8,-6.8,-0.6
O=C(Nc1nnc(-c2ccc3c(c2)CCCC3)o1)c1c(F)cccc1F,86.0,-2.7,-17.9,-3.0,0.1,1.4,-3.4,16.3,-0.3
